# Source: PubChem BioAssay (Sanford-Burnham Center for Chemical Genomics)
# SENP8 block-1: inhibitors of human SENP8 protease | inhibition, % at 10 µM | Q96LD8 | purified SENP8, Z-RLRGG-aminoluciferin cleavage, luminescence | AID 2540 | 330,000 tested, 1.2% active; in the data active means inhibition above about 50%
# Target sequence (Q96LD8 whole entry, looked up): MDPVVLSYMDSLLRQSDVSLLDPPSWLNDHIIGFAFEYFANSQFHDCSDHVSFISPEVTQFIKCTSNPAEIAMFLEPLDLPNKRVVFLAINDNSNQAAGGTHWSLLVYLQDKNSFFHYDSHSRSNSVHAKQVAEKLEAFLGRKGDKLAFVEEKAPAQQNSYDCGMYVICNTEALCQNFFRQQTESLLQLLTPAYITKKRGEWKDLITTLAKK
# SENP6 inh: blocks the human protease SENP6; Q9GZR1; Recombinant SENP6 catalytic domain, aminoluciferin luminescence; inhibition, % at 10 µM; 330,000 tested, 1.8% active; AID 2599;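 active means inhibition above about 50% at the single tested dose, limit read from the data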;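 further: plate controls were DMSO wells with enzyme for no effect and DMSO wells lacking enzyme for full effect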
# SENP7 inh: inhibitors of human SENP7 protease. Q9BQF6. recombinant SENP7, Z-RLRGG-aminoluciferin luminescence, 40 min. inhibition, % at 5 µM. 330,000 tested, 1.5% active. AID 434973;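 active means inhibition above about 50% at the single test dose, limit read from the data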;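 further: plate controls were DMSO with enzyme for no effect and no enzyme buffer wells for full effect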
# Target sequence (Q9BQF6 706-1050 limits assumed): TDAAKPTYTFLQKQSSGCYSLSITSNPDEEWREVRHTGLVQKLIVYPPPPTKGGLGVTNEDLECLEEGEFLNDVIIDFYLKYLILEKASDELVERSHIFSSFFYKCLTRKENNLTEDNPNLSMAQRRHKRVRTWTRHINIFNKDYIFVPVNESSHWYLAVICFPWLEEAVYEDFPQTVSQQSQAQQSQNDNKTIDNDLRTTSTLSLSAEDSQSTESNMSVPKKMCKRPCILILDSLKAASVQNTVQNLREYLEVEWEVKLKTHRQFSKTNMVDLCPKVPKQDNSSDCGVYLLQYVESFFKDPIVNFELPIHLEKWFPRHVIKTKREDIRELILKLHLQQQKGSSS
# UBC13 polyUb: blocks human UBC13 polyubiquitin chain formation; P61088; TR-FRET; inhibition, % at 20 µM; 330,000 tested, 0.47% active; AID 485273; in the data active means inhibition above about 45%, passing the limit was not always enough; inconclusive means no clear call, values can overlap the other calls
# Target sequence (P61088 whole entry, looked up): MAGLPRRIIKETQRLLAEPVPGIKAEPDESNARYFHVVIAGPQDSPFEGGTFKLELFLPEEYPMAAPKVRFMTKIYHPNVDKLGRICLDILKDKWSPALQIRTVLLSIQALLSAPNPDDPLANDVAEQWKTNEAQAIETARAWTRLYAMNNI
# PfGluPho inh: PfG6PD (Plasmodium falciparum) enzyme inhibition; PfGluPho enzyme, NADPH resazurin-diaphorase fluorescence; inhibition, % at 20 µM; 350,000 tested, 0.78% active; AID 504690;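 active means inhibition reaching at least a set limit at 20 µM in the primary screen, cut at about 59% in these data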;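 further: 0% = DMSO wells with substrate and 100% = DMSO wells lacking glucose-6-phosphate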
# HKDC1 inhibitor: inhibitors of human hexokinase HKDC1. 340,000 tested, 0.16% active. recombinant HKDC1, G6PDH/diaphorase resazurin coupled fluorescence. Q2TB90. inhibition, % at 20 µM;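 active means inhibition above about 35% when tested at 20 µM, limit read from the data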;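 further: plate controls were DMSO wells with enzyme for no effect and DMSO wells lacking enzyme for full effect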
#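 Test system: recombinant HKDC1 (HK5) hexokinase enzyme, produced in-house; Amount: enzyme 5 µg/mL final; Buffer or medium: Tris pH 8.0 buffer with MgCl2, Tween-20, BSA, BME; Reagent: glucose and ATP substrates; Doses: 20 µM test compound, 1% DMSO; Incubation: 90 min reaction incubation at room temperature, dark; Detection: resorufin fluorescence at 613 nm.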
# MIN6 prolif: inducers of beta-cell replication in MIN6 cells; MIN6 cells proliferation, ATPlite luminescence, 48 h; cells starved in 0.2% serum; 100% = growth in 10% serum; proliferation, % at 10 µM; 330,000 tested, 0.29% active;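 active means compounds whose signal lies at least 3.5 SD above the mean of all wells on their plate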;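 further: 0% = DMSO-treated cells in low-serum medium and 100% = 10% serum control; some compounds called inactive have numbers as strong as hits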
# SENP8 block-2: SENP8 (human) protease inhibition; 360,000 tested, 0.64% active; inhibition, % at 20 µM; recombinant SENP8, Nedd8 substrate fluorescence; AID 602440; in the data active means inhibition mostly above about 40%, no sharp cut-off; inactive means mostly below about 27%
# SENP1 FRET inh: inhibitors of human SENP1 SUMO protease catalytic domain; inhibition, % at 10 µM; recombinant SENP1 catalytic domain, CyPet-SUMO1-YPet FRET cleavage; 360,000 tested, 0.21% active; Q9P0U3;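 active means inhibition at least 30% at 10 µM, raw YFP signal under a set limit, fluorescence ratio 0.5 to 1.5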;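 further: 0% = enzyme with DMSO and 100% = no enzyme wells; some results filed as inactive read as strong as hits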
# Target sequence (Q9P0U3 419-644 limits assumed): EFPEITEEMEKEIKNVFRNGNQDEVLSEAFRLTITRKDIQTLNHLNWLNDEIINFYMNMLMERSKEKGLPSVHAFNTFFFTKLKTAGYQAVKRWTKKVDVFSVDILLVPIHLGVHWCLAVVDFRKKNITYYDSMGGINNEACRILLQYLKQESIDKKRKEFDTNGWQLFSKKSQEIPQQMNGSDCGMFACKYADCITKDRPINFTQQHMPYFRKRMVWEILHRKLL
#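 Material: hSENP1 catalytic domain, recombinant; medium: Tris pH 8 with BME, BSA, NP40 and catalase; compound: single concentration of 10 µM compound, 0.5% DMSO final; technique: FRET read of cyan and yellow fluorescence; timing: 50 min enzyme reaction, room temperature, light-protected; reagent: SFCypet-SUMO1-SFYpet substrate at 25 nM; control set: no-enzyme low, enzyme-DMSO high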
# * = called active by the depositor; ? = inconclusive; / = no result given.
SMILES,SENP8 block-1,SENP6 inh,SENP7 inh,UBC13 polyUb,PfGluPho inh,HKDC1 inhibitor,MIN6 prolif,SENP8 block-2,SENP1 FRET inh
COc1cc(-c2c(C#N)c(N)nc3c2c(C)nn3-c2ccc(C)c(C)c2)cc(OC)c1OC,-9,-6,-6,?,2,-2,-5,-288,-26
CSc1nnc(NC(=O)c2cc(=O)c3cc(C)cc(C)c3o2)s1,5,17,-10,-8,11,5,-2,27,5
CC(=O)OC(C(=O)N1CCN(c2ccc(F)cc2)CC1)c1ccccc1 (stereo not drawn),10,0,-1,-2,5,-1,2,12,2
CCNC(=S)Nc1ccc(OCc2nc3ccccc3s2)cc1,6,36,17,2,55,-9,-5,4,1
N#Cc1ccc(C23CC4(C2)[C@H](CN(Cc2cccnc2)[C@@H]4c2ccccc2)C3c2ccccc2)cc1 (stereo partly drawn),3,-8,2,-2,-5,1,-8,15,-1
CN(C)CCCNc1cc(O)c2ncccc2c1,48,74*,44,?,1,9,-6,-12,8
CN(C)S(=O)(=O)c1ccc(N2CCCC2)c(C(=O)NC2CCCCC2)c1,0,-1,-2,-3,3,-5,0,-15,2
CC(C)Oc1ccc(Cn2c(-c3ccco3)n[nH]c2=S)cc1,0,11,1,5,30,0,-2,-159,4
COc1ccc(OCc2nnc(SCC(=O)NNC(=O)c3ccc(C)cc3)n2C)cc1,-3,0,-3,8,-5,-7,0,13,-1
COc1ccc(S(=O)(=O)Cc2ccc(C(=O)NCc3ccccc3)o2)cc1,1,14,2,-5,22,-7,-3,16,0
CC1Cc2ccccc2N1C(=O)CSc1nnc2c(n1)[nH]c1ccc(F)cc12 (stereo not drawn),-3,-20,-8,-17,8,6,-4,-16,-4
COc1ccccc1C1C2=C(CC(C)(C)CC2=O)Nc2nnnn21 (stereo not drawn),-8,-10,0,-6,-8,-9,-4,-65,0
CCc1[nH]c(=O)c(C#N)c2c1CCCC2,-7,-10,5,4,3,-4,0,-31,-1
Cc1oc2cc([N+](=O)[O-])c(O)c([N+](=O)[O-])c2c1C(=O)c1ccc(Br)cc1,5,1,0,-89,-2,10,-4,27,7
COc1cc(NC(=O)c2ccc(Cl)cc2)c(OC)cc1NC(=O)CN1CCOCC1,-2,-15,8,6,-6,-4,-1,5,-7
CCOC(=O)c1ccc(NC(=O)Cc2cccs2)cc1,-14,-3,-2,-1,9,-4,1,11,-2
COc1ccc(OC)c(-c2csc(NC(=O)CSc3ccc(Br)cc3)n2)c1,-15,-7,-5,-6,16,-8,-6,14,1
C=CC[n+]1c(-c2ccc(OC)cc2)csc1NNC(=O)Nc1ccccc1,-2,-9,-4,0,7,17,-5,12,-8
CCOC(=O)N1CCN(C(=O)/C(=C/c2cccs2)NC(=O)c2ccc(OC)c(OC)c2)CC1,-14,-8,-6,-4,-6,-4,1,-4,0
CC(=O)N1c2ccc(S(=O)(=O)NCCC(=O)NCCc3ccc(C)cc3)cc2CC1C (stereo not drawn),-8,-21,12,-2,-5,-2,1,-2,-2

# Full records, looked up by structure:
# COc1ccc(OCc2nnc(SCC(=O)NNC(=O)c3ccc(C)cc3)n2C)cc1 is listed as SENP8 block-1 = -3; SENP6 inh = 0; SENP7 inh = -3; UBC13 polyUb = 8; PfGluPho inh = -5; HKDC1 inhibitor = -7; MIN6 prolif = 0; SENP8 block-2 = 13; SENP1 FRET inh = -1
# CC(C)Oc1ccc(Cn2c(-c3ccco3)n[nH]c2=S)cc1 is listed as SENP8 block-1 = 0; SENP6 inh = 11; SENP7 inh = 1; UBC13 polyUb = 5; PfGluPho inh = 30; HKDC1 inhibitor = 0; MIN6 prolif = -2; SENP8 block-2 = -159; SENP1 FRET inh = 4

# Other results.
SMILES,SENP8 block-1,SENP6 inh,SENP7 inh,UBC13 polyUb,PfGluPho inh,HKDC1 inhibitor,MIN6 prolif,SENP8 block-2,SENP1 FRET inh
COc1ccc(CN(Cc2ccccn2)S(=O)(=O)c2ccc(-n3cnnn3)c(OC)c2)cc1,-4,-10,-18,?,5,10,2,7,-1
CCSc1nc2c(c(=O)n(C)c(=O)n2C)n1Cc1ccc(Cl)cc1,-3,21,5,8,-2,-13,-3,14,2
COc1ccc(C(=O)NCC(c2ccco2)N2CCc3ccccc32)c(OC)c1 (stereo not drawn),5,5,2,0,32,-2,-4,21,-1
Cc1cc(NC(=O)c2ccc(COc3ccccc3Cl)o2)no1,-3,-5,-10,-6,3,-6,0,-4,1
CCOC(=O)C1=C(Cn2cnc3ccccc32)NC(=O)NC1c1cc(C)ccc1C (stereo not drawn),-5,-13,-4,11,-14,5,-3,9,3
CNc1nc(C)nc(-c2ccccc2O)n1,-12,-14,-6,2,10,1,4,-77,-1
O=C(Nc1ccc2c(c1)CCC2)c1cnn2c1NC(c1ccco1)CC2C(F)(F)F (stereo not drawn),-4,-7,-1,-7,-14,0,0,22,-9
CCN(CC)c1ccc(NC(=O)CCCCC(=O)Nc2ccc(N(CC)CC)cc2)cc1,2,-10,9,4,17,-4,-4,4,-1
CC1CCC(NC(=O)c2cc3c(s2)CS(=O)(=O)C3)CC1 (stereo not drawn),/,/,/,/,-10,0,/,4,-3
CCC(C(=O)Nc1ccc(C(=O)Nc2ccccc2C(=O)O)cc1)c1ccccc1 (stereo not drawn),3,8,0,-3,-18,-2,-2,-8,-1
CC(C)(C)c1ccc(C(=O)N/C(=C\c2ccco2)C(=O)O)cc1,-3,-27,-6,0,-13,3,2,12,0
N#Cc1ccc(CSc2nnc(-c3cccc(S(=O)(=O)N4CCCCC4)c3)o2)cc1,3,4,3,0,26,2,0,19,5
CCCCNC(=O)C(C#N)c1nc2ccccc2nc1N1CCN(c2ccccc2F)CC1 (stereo not drawn),-2,-6,3,-7,23,-4,-2,-144,-20
O=C(CSc1ncnc2c1oc1ccccc12)Nc1cccc(Cl)c1,3,-5,0,1,4,-4,0,10,1
CC1CC(=Cc2ccc(N)cc2)C(=O)O1 (stereo not drawn),/,/,/,/,12,-5,/,-96,-3
CCCc1cc(=O)[nH]c(SCC(=O)Nc2cccc(S(=O)(=O)N3CCCCC3)c2)n1,-7,4,1,-8,-43,0,-5,5,2
Cc1cc(O)c(-c2cc(C(=O)NCCc3ccc(S(N)(=O)=O)cc3)[nH]n2)cc1C,2,-1,-3,15,3,5,-1,20,1
Cn1nccc1C(=O)NC(=S)Nc1cc(Cl)cc(Cl)c1,-14,-14,0,-2,10,-6,-6,6,3
CC(=O)Nc1ccc(-c2nc3ccc(NC(C)=O)cc3o2)cc1,1,13,-5,28,4,8,-3,-303,-2
COc1cc(C(=O)NCC(=O)N/N=C\C(C)=C/c2ccccc2)cc(OC)c1OC,-3,-21,-3,-1,-6,3,-1,5,3

# Grouped by structure: the entries above with fluorine
SMILES,SENP8 block-1,SENP6 inh,SENP7 inh,UBC13 polyUb,PfGluPho inh,HKDC1 inhibitor,MIN6 prolif,SENP8 block-2,SENP1 FRET inh
CC(=O)OC(C(=O)N1CCN(c2ccc(F)cc2)CC1)c1ccccc1 (stereo not drawn),10,0,-1,-2,5,-1,2,12,2
CC1Cc2ccccc2N1C(=O)CSc1nnc2c(n1)[nH]c1ccc(F)cc12 (stereo not drawn),-3,-20,-8,-17,8,6,-4,-16,-4
O=C(Nc1ccc2c(c1)CCC2)c1cnn2c1NC(c1ccco1)CC2C(F)(F)F (stereo not drawn),-4,-7,-1,-7,-14,0,0,22,-9
CCCCNC(=O)C(C#N)c1nc2ccccc2nc1N1CCN(c2ccccc2F)CC1 (stereo not drawn),-2,-6,3,-7,23,-4,-2,-144,-20

# Just SENP1 FRET inh and UBC13 polyUb, for some of the entries so far:
structure	SENP1 FRET inh	UBC13 polyUb
CCCc1cc(=O)[nH]c(SCC(=O)Nc2cccc(S(=O)(=O)N3CCCCC3)c2)n1	2	-8
Cc1cc(O)c(-c2cc(C(=O)NCCc3ccc(S(N)(=O)=O)cc3)[nH]n2)cc1C	1	15

# Going on with the list.
SMILES,SENP8 block-1,SENP6 inh,SENP7 inh,UBC13 polyUb,PfGluPho inh,HKDC1 inhibitor,MIN6 prolif,SENP8 block-2,SENP1 FRET inh
Cc1ccc(N2CCN(C(=O)NC3CCCCC3)CC2C)cc1 (stereo not drawn),5,11,-2,1,-11,-6,1,19,2
Cn1cc(-c2ccccc2C(=O)O)c(=O)c2ccccc21,-1,-21,-5,2,-4,-7,-1,-96,0
CCN(CC)c1nc(N)nc(N(c2ccccc2)c2ccccc2)n1,6,-2,-6,2,6,0,-2,5,1
Cc1ccc(C2CC(=O)Oc3cc(C)c(Br)c(C)c32)cc1 (stereo not drawn),/,/,7,/,15,9,/,10,2
Cc1cc(C)nc(Sc2ccc3nnc(C(F)(F)C(F)(F)C(F)(F)F)n3n2)n1,-4,-29,1,3,-6,-3,-1,6,-1
O=C(C1CCCCC1)N1CCN(c2nc(-c3ccc(F)cc3)cs2)CC1,2,7,2,2,10,-4,0,14,-1
CC1CCc2c(nc3ncnn3c2NCCc2ccccc2F)C1 (stereo not drawn),-4,2,6,6,11,-1,0,9,2
CN(C)S(=O)(=O)c1ccc(N2CCCC2)c(C(=O)NCc2cccc(C(F)(F)F)c2)c1,0,-10,8,6,10,4,-1,1,1
NC(=O)[C@@H]1CC2(CC(c3cccc(NC(=O)CC(c4ccccc4)c4ccccc4)c3)=NO2)CN1C(=O)[C@@H]1CCC(=O)N1 (stereo partly drawn),-3,-2,-3,8,10,-2,1,19,-1
CCOc1ccc(S(=O)(=O)N2CCN(Cc3ccc4c(c3)OCO4)CC2)cc1C,-9,-15,-11,-2,32,1,-3,16,-2
CCN=C1SC(CC(=O)NC(N)=O)C(=O)N1CC (stereo not drawn),4,-4,-8,1,-7,-5,-1,30,1
COc1ccc(CN2CCN(C(=O)c3ccc(-c4ccccc4)cc3)CC2)c(OC)c1OC,4,-10,3,9,5,-1,-2,-1,-3
Cc1ccc2nc(-c3cccc(S(=O)(=O)N4CCCC4)c3)cn2c1,-7,-15,-3,0,47,1,-1,-329,1
CCOc1ccccc1N(CC(=O)NC(C)(C)C)C(=O)CCC(=O)Nc1nccs1,-5,-14,-3,2,-8,4,-1,23,-1
Cc1cccc2cc3cccc(C)c3nc12,-16,-9,-11,-10,10,10,-2,-50,0
Cc1ccc(S(=O)(=O)Nc2ccc(C(=O)Nc3cc(C)on3)cc2)cc1,1,0,3,-7,-31,-9,0,-5,1
